Compound activity: PubChem BioAssay, National Center for Advancing Translational Sciences (NCATS)
ALOX12 inhib – inhibitors of human 12-lipoxygenase (ALOX12) | P18054 | purified 12-hLO, xylenol orange hydroperoxide absorbance | Potency, µM (top dose mostly 57.1 µM), for the others: at the highest dose activity change, negative = inhibition, hits mostly inhibitors | hit rate 0.12% among 150,000; also: potency is read from the fitted curve at half-maximal effect; nearly all actives have a fitted effect of over 55% in size; many of its hits are not listed in these tables
Target sequence (P18054 whole entry, looked up): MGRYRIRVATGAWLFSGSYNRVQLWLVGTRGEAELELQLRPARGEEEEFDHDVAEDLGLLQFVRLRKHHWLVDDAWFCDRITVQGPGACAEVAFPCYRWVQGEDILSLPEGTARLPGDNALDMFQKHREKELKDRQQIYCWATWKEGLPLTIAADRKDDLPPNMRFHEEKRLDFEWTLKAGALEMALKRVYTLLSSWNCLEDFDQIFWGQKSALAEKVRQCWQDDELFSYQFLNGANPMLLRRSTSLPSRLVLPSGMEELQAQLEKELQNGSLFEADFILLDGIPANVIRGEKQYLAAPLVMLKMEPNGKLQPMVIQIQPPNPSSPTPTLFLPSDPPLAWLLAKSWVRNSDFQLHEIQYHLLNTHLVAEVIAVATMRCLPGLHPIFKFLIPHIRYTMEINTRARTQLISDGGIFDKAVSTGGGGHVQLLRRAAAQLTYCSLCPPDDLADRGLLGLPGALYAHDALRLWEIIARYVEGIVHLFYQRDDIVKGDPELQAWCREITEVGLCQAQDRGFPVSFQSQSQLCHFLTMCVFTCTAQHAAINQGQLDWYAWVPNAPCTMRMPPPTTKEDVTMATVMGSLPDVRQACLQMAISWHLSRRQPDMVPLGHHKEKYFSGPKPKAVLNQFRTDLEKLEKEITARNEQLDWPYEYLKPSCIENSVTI
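Purified human 12hLO (150 nM), preincubated 15 min with compound, then 40 uM arachidonic acid for 30 min, room temperature, Hepes pH 7.0 with 0.01% Triton X-100. Hydroperoxide detected by ferrous iron/xylenol orange; 573/405 nm absorbance ratio gives reaction progress.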
15-hLO-2 inh – inhibitors of human 15-lipoxygenase 2 (ALOX15B); purified 15hLO-2, xylenol orange hydroperoxide absorbance; Potency, µM (series often up to 57.1 µM), for inactives: at the top dose activity change, negative = inhibition, usual class: inhibitors; hit rate 0.56% among 110,000; AID 881; also: potency is read from the fitted curve at half-maximal effect; nearly all actives have a fitted effect of over 60% in size; many of its hits are not listed in these tables
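Purified human 15hLO-2 (50 nM) preincubated 15 min with compound, then 45 uM arachidonic acid for 90 min at RT in 25 mM Hepes pH 7.5, 0.01% Triton X-100. Hydroperoxide detected by Fe-xylenol orange; 573/405 nm absorbance ratio.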
PNC inhibitor – inhibitors of perinucleolar compartment assembly; hit rate 3.1% among 140,000; activity change (PNC), negative = inhibition, % at 10 µM; PC3M PTB-GFP, PNC prevalence imaging, 16 h; active compounds read low;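 active = readout at or below -70, meaning at least 70% loss of cells showing the perinucleolar compartment, a nuclear body marking cancer cells; inconclusive = readout between -30 and a set limit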;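 also: plate controls were DMSO wells for no effect and camptothecin positive control wells for full effect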
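Compounds are pinned in duplicate onto adhered PC3M cells stably expressing GFP-tagged PTB and incubated 16 h at 37 C. Cells are then fixed, nuclei stained with Hoechst, and PNC-positive cells counted.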
IMPase inh – cell-permeable inhibitors of inositol monophosphatase (IMPase). P97697. CHO-M1 cells, IP1 accumulation, HTRF TR-FRET ratio. inhibition (IP1 accumulation), % at 46.1 µM. 120,000 tested, under 10 active; active = well fitted curve in the direction sought with a large enough effect in the signal ratio, not every such curve was filed as active; inconclusive = small, poorly fitted or top-dose-only effect, or a change in a side signal; inactive = no such curve, though single readings can be large or run the other way; the % refers to the signal ratio;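 also: cells stimulated with carbachol in lithium chloride buffer; plate controls were DMSO basal wells for no effect and reference inhibitor wells for full effect; higher means more IMPase inhibition seen as more IP1 and lower FRET ratio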
Target sequence (P97697 whole entry, looked up): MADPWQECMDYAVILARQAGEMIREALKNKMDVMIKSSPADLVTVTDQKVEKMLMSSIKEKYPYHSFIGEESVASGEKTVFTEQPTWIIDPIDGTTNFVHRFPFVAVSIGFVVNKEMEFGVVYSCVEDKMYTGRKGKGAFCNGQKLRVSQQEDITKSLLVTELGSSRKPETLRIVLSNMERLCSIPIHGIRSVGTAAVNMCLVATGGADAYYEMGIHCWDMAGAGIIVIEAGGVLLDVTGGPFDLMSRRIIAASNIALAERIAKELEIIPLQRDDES
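Seeded CHO-M1 cells were dosed with compound at up to 46 uM, stimulated with carbachol for 30 min, then lysed in IP-One detection reagents. Higher IP1 lowers the TR-FRET signal.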
* = called active by the depositor; ? = inconclusive; / = no result given; [ ] = another dose, or the depositor's remark. Unless noted, calls follow the shape of the dose curve; as a rule, active = well fitted curve in the direction sought with a large enough effect; inconclusive = small, poorly fitted or top-dose-only effect, or another doubt; inactive = no such curve, though single readings can be large; an effect the other way counts as inactive or inconclusive. Unless noted, % is scaled to controls: 0 for no effect and ±100 for the full control effect. Only part of the results is shown; count on the stated rates, not on these rows.

SMILES	ALOX12 inhib	15-hLO-2 inh	PNC inhibitor	IMPase inh
CCOc1ncccc1C(=O)OCC(=O)c1cccs1	0%	-2%	-29	?
CCC(=O)Nc1ccc(C(=O)OCc2ccc(Cl)c(Cl)c2)cc1	-3%	/	?	/
CCc1nc2ccccc2n(CC)c1=O	-3%	8%	-10	2
CCc1ccc(NC(=O)Cn2c(=O)oc3cc(S(=O)(=O)N4CCOCC4)ccc32)cc1	3%	0%	?	-2
COC(=O)[C@@]1(Cc2ccc(F)cc2)[C@H]2c3cc(C(=O)N4CCCC4)n(Cc4ccccn4)c3C[C@H]2CN1C(=O)c1ccccc1	-1%	-1%	/	/
N#CC1=C(N)c2ccccc2CC12CCCCC2	1%	-3%	-11	5
CC(=O)Nc1sc(N/N=C\c2ccccc2)nc1-c1cccs1	-8%	/	-21	/
CC(=O)Nc1ccc(S(=O)(=O)Nc2ccc(S(=O)(=O)N3CCCCCC3)cc2)cc1	-8%	4%	4	6
CCCn1c(O)c(/C=C2\C=NN=C2c2ccccc2)sc1=S	2%	16%	63	7
CCOC(=O)c1ccc(NC(=O)CCC(CC)C(=O)O)cc1 (centres undefined)	2%	-3%	20	-9
COc1ccc([N+](=O)[O-])cc1/C=N/NC(=O)CNC(=O)c1cccc(F)c1	1%	/	?	-1
COc1ccccc1-c1c(C)nn2c(N3CCCCCC3)cc(C)nc12	-3%	/	?	-3
O=c1oc(-c2ccccc2F)nc2c1cnn2-c1ccccc1	0%	-11%	0	7
Cc1onc(-c2c(F)cccc2Cl)c1C(=O)N1CCc2ccccc21	-1%	0%	5	8
O=C(CNC(=O)c1ccccc1)NCC1COc2ccccc2O1 (centres undefined)	4%	2%	-22	-9
COc1ccc(C(CNC(=O)c2ccc(N3CCCC3=O)cc2)N(C)C)cc1 (centres undefined)	2%	9%	?	4
COC(=O)N1CCC2(CC1)CN(C(=O)Nc1cccc(F)c1)C2	-1%	-2%	/	/
COc1ccc(-c2nc(CS(=O)CC(=O)NCc3ccc4c(c3)OCO4)c(C)o2)cc1 (centres undefined)	0%	2%	-16	2
Cc1cc(C)c(-c2csc(Cc3nc(-c4cc5ccccc5oc4=O)cs3)n2)cc1C	1%	/	-24	/
Cc1ccc(S(=O)(=O)CC(=O)Nc2nc(-c3ccccc3)cs2)cc1	-5%	-1%	36	4
COc1ccc(NC(=O)c2ccc(COc3ccccc3Br)o2)cc1OC	-12%	-2%	35	11
C=CCn1c(SCc2nc3ccccc3c(=O)[nH]2)nnc1-c1cc2cc(Cl)ccc2o1	-6%	-7%	-12	4
CCN(CC)C(=O)CNc1ccc(C(F)(F)F)cc1[N+](=O)[O-]	-1%	/	-14	/
O=S(=O)(c1ccccc1)c1cnn2c(C(F)(F)F)cc(-c3ccccc3)nc12	5%	/	102	3
O=c1[nH]c(SCc2cccc(F)c2)nc2c1CCCC2	1%	/	-17	/

Single records, as listed above. Order of values: ALOX12 inhib	15-hLO-2 inh	PNC inhibitor	IMPase inh
Shown for `Cc1ccc(S(=O)(=O)CC(=O)Nc2nc(-c3ccccc3)cs2)cc1` : -5%	-1%	36	4
Shown for `O=C(CNC(=O)c1ccccc1)NCC1COc2ccccc2O1` (centres undefined) : 4%	2%	-22	-9
Shown for `COc1ccc(NC(=O)c2ccc(COc3ccccc3Br)o2)cc1OC` : -12%	-2%	35	11
Shown for `COc1ccccc1-c1c(C)nn2c(N3CCCCCC3)cc(C)nc12` : -3%	/	?	-3
Shown for `Cc1cc(C)c(-c2csc(Cc3nc(-c4cc5ccccc5oc4=O)cs3)n2)cc1C` : 1%	/	-24	/

(further entries)
SMILES	ALOX12 inhib	15-hLO-2 inh	PNC inhibitor	IMPase inh
CCCCn1c(SCC(=O)N2CCOCC2)nnc1-c1cccs1	1%	-13%	101	1
O=C(CCN1C(=O)/C(=C\c2cccs2)SC1=S)Nc1nccs1	3%	/	?	9
Cc1c(C#N)c2ccccc2n1CC(=O)N1CCc2ccccc2C1	-4%	-1%	-9	1
Cc1ccc2cc(C#N)c(NCCNC(=O)C3CCC3)nc2c1C	3%	6%	4	-7
Cc1ccsc1C(=O)OCC(=O)NCCC1=CCCCC1	-5%	/	-14	14
O=C(O)c1cc(-c2ccccc2)n(-c2ccccc2)n1	-6%	9%	13	0
Clc1ccccc1N1CCN(c2ncnc3nc[nH]c23)CC1	2%	-1%	14	7
Cc1ccc(NC(=O)OCC(F)(F)C(F)F)cc1NC(=O)OCC(F)(F)C(F)F	-9%	4%	17	-3
CCOc1ccccc1NC(=O)C(OC(=O)c1ccccc1NS(=O)(=O)c1cccs1)c1ccccc1 (centres undefined)	-2%	/	2	/
O=C(COc1nc2ccccc2nc1N1CCOCC1)Nc1cccc(S(=O)(=O)N2CCCCC2)c1	1%	/	-9	3
CC(C)(CN1CCCCC1)NS(=O)(=O)c1ccc(Cl)cc1	-4%	9%	-10	?
Nc1ccc(C(=O)OCc2nc3c(ccc4ccccc43)[nH]2)cc1	-10%	/	-10	-1
CCC(C)NC(=O)CSc1ccc(Cl)cc1 (centres undefined)	-4%	/	-13	/
Cn1c(CSCc2ccc(Cl)c(Cl)c2)n[nH]c1=S	0%	/	57	/
CCOC(=O)Cn1c(=NC(=O)CSC(C)=O)sc2ccccc21	-1%	-4%	?	8
CCOC(=O)CC(NS(=O)(=O)Cc1ccccc1)c1ccc(C)cc1 (centres undefined)	0%	/	?	/
Nn1c(N2CCCCC2)nc2ccccc21	7%	2%	-4	5
CCCc1nnc(SCC(=O)N2C(C)CCCC2C)n1CC1CCCO1 (centres undefined)	-2%	-3%	4	9
O=C(CN(C(=O)CNS(=O)(=O)c1ccccc1)c1ccc2c(c1)OCCO2)NC1CCCCC1	-11%	-2%	-24	11
COc1ccc(CCN(Cc2ccc(C(C)C)cc2)S(=O)(=O)c2ccc(S(=O)(=O)N(C)C)cc2)cc1OC	-1%	/	81	/
Cc1nn(-c2ccccc2)c(Oc2ccccc2)c1C=O	0%	/	23	/
Cc1ccc2[nH]c3c(c2c1)CN(C(=O)CN1CCN(c2ccccc2)CC1)CC3	-2%	31%[activator]	37	5
O=C(O)CC12CSc3[nH]c(=O)sc3C1c1ccccc1OC2=O (centres undefined)	1%	11%	-84*	1
O=C(Nc1ccc(F)cc1)c1cc(S(=O)(=O)Nc2ccc(F)cc2)cs1	-4%	/	59	2
O=C1C2C3C=CC(C3)C2C(=O)N1CNc1ccccn1 (centres undefined)	-1%	-6%	?	0
The list goes on.
SMILES	ALOX12 inhib	15-hLO-2 inh	PNC inhibitor	IMPase inh
CC(CCc1ccccc1)NC(=O)c1ccc(Cl)nc1 (centres undefined)	-4%	-3%	?	1
COc1ccc2c(c1)O[C@H](c1ccc3c(c1)OCO3)[C@@H](OC(=O)N[C@H](C)C1CCCCC1)C2=O	-5%	/	2	/
O=c1cc(-c2cccc(-c3ccc(C(F)(F)F)cc3)c2)c2cc3c(cc2o1)OCO3	-2%[0.00818 µM]	-18%[0.0915 µM]	/	/
CC1CCC2C(=O)N(c3ccc(NC4CCCCC4)c([N+](=O)[O-])c3)C(=O)C2C1 (centres undefined)	4%	/	24	/
O=C(O)CCn1c(C(=O)O)cc2sccc21	-8%	0%	9	-12
Cc1ccccc1Cn1c(C(=O)OC(C)C)cc2c1ccn2C	-1%	6%	38	?
Cc1ccc(NC(=O)C2C3CC4OC(=O)C2C4C3)cc1Cl (centres undefined)	1%	-5%	-11	6
COc1cccc(/C=N/n2cnc3ccccc32)c1OC	1%	33%[activator]	9	4
CC1(C)CC(=O)C=C(NCC2CCCO2)C1 (centres undefined)	-2%	3%	23	0
Cc1ccc(Cn2nnc3c(=O)[nH]c(C4CCN(S(=O)(=O)c5ccccc5)CC4)nc32)cc1	-17%	?	13	5
CCn1c(-c2ccccc2)c[nH]c1=S	-8%	?	-29	0
CCOC(=O)c1c(NC2=NS(=O)(=O)c3ccccc32)sc2c1CCCCC2	0%	/	?	-5
COC(=O)C(Cc1ccccc1)NC(=O)COc1ccc(C(C)(C)C)cc1 (centres undefined)	2%	8%	3	4
Cc1ccc(C(=O)Nc2nc(C)c(C)s2)o1	3%	4%	26	0
COc1ccc(NC(C)=O)cc1NC(=O)CSc1nnc(-c2ccc(F)cc2)n1N	2%	4%	-8	5
COc1ccc(NC(=O)N2CCCC3(CCN(C(=O)c4c(C)noc4C)CC3)C2)cc1	-1%	-1%	/	/
COc1ccc(S(=O)(=O)NC(Cc2cnc[nH]2)C(=O)O)cc1 (centres undefined)	-3%	/	-11	/
Cc1nc(C)c(CCNC(=O)c2ccccc2Br)s1	1%	/	3	1
Cc1ccc(CNc2oc(COc3ccccc3Cl)nc2C#N)cc1	-12%	7%	1	7
CC(C)C(OC(=O)C1CCCO1)C(=O)NC1CCCC1 (centres undefined)	3%	-6%	3	0
O=C(NCCCn1ccnc1)C(=O)NCc1ccccc1	0%	/	-7	5
O=S(=O)(c1cccc(-c2csc(-c3ccccc3)n2)c1)N1CCOCC1	-4%	-1%	16	3
CC(=O)Nc1ccc(S(=O)(=O)Nc2ccc(N3CCOCC3)c(F)c2)cc1	5%	-1%	?	7
O=C(c1cncc(Br)c1)N1CCN(c2ccc([N+](=O)[O-])cc2)CC1	-5%	/	?	/
Cc1ccc(S(=O)(=O)N2CCCC(c3nnc4n3-c3ccccc3SC4)C2)cc1 (centres undefined)	-15%	3%[2.29 µM]	25	6

3 compounds from above, sorted by length of the SMILES, falling:
SMILES	ALOX12 inhib	15-hLO-2 inh	PNC inhibitor	IMPase inh
O=c1cc(-c2cccc(-c3ccc(C(F)(F)F)cc3)c2)c2cc3c(cc2o1)OCO3	-2%[0.00818 µM]	-18%[0.0915 µM]	/	/
Cc1ccccc1Cn1c(C(=O)OC(C)C)cc2c1ccn2C	-1%	6%	38	?
CC1(C)CC(=O)C=C(NCC2CCCO2)C1 (centres undefined)	-2%	3%	23	0

Next structures
SMILES	ALOX12 inhib	15-hLO-2 inh	PNC inhibitor	IMPase inh
CCc1cc2c(NC(Cc3c[nH]c4ccccc34)C(=O)O)nc(C)nc2s1 (centres undefined)	-3%	/	31	/
Cc1ccc(N=C2NC(=O)c3cccc([N+](=O)[O-])c32)cc1	5%	/	44	1
Nc1cc(-c2ccccc2)nn1Cc1ccc(Cl)cc1	-3%	6%	?	2
O=C(CSCc1ccccc1)Nc1cccc(C(=O)Nc2ccccc2C(=O)O)c1	-3%	-12%	41	1
COc1ccccc1C(=O)N1CCN(CCc2ccccc2)CC1	-6%	-1%	-21	-1
CCOc1ccccc1C(=O)NC1CC2CCCC(C1)N2Cc1nnnn1Cc1ccco1 (centres undefined)	-2%	-7%	-7	10
COC(=O)C(CC(C)C)NC(=O)CSc1nc(-c2ccccc2)c(C#N)c(=O)[nH]1 (centres undefined)	-1%	-7%	7	?
Cc1ccsc1C(=O)OC1CCOC1=O (centres undefined)	-4%	-7%	?	-11
O=C(CSCc1ccc([N+](=O)[O-])cc1)NC1CC1	0%	/	2	/
O=C(Cn1c(=O)oc2ccccc21)NC(=O)NCc1ccco1	-2%	1%	?	-9
CCOc1ccc(-c2nnc(N)s2)cc1	0%	-3%	19	0
Fc1ccccc1CSc1ncnc2sc3c(c12)CCCC3	1%	/	149	/

Six compounds from above, arranged by their value in PNC inhibitor, largest number first.
molecule | ALOX12 inhib | 15-hLO-2 inh | PNC inhibitor
Cc1ccc(N=C2NC(=O)c3cccc([N+](=O)[O-])c32)cc1 | 5% | / | 44
O=C(CSCc1ccccc1)Nc1cccc(C(=O)Nc2ccccc2C(=O)O)c1 | -3% | -12% | 41
CCOc1ccc(-c2nnc(N)s2)cc1 | 0% | -3% | 19
COC(=O)C(CC(C)C)NC(=O)CSc1nc(-c2ccccc2)c(C#N)c(=O)[nH]1 (centres undefined) | -1% | -7% | 7
O=C(CSCc1ccc([N+](=O)[O-])cc1)NC1CC1 | 0% | / | 2
COc1ccccc1C(=O)N1CCN(CCc2ccccc2)CC1 | -6% | -1% | -21
